Screening results: PubChem BioAssay, several laboratories
HTR5A inv ag: HTR5A inverse agonists in luminescence cell assay, primary screen, counter-screen for OPRM1-OPRD1 heterodimer inverse agonist project, full-deck HTS; inhibition, % at 9.3 µM; AID 504634, 2011; HTR5A cell line, inverse agonism; 5-hydroxytryptamine receptor 5A (Homo sapiens), P47898; hit rate 0.083% among 340,000; in the data active = inhibition mostly above about 23%, no sharp cut-off; inactive = mostly below about 18%;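 also: 0% = cells with DMSO and 100% = no-cell wells with DMSO; some compounds called inactive have numbers as strong as hits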
E coli growth: E. coli V3065 growth inhibition, primary screen, counter-screen for AddAB inhibitor project, absorbance, OD600; 18 h; inhibition, % at 11.9 µM; hit rate 0.27% among 330,000; AID 449728, 2010;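 active = inhibition above the campaign's mean inhibition across all tested compounds plus 3 SD, cut at about 9.9% in these data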;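 also: uninfected addAB+ strain grown without phage in ampicillin broth; 0% = DMSO wells and 100% = ciprofloxacin 0.95 µg/ml wells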
phage Ecoli inh: growth loss of phage-infected E. coli, primary screen, RecBCD inhibitor project, absorbance, with phage, HTS; inhibition, % at 11.9 µM; hit rate 0.26% among 360,000; AID 651602, 2012; in the data active = inhibition above about 11%
PKA-R2B activ: activators of PKA-R2B holoenzyme, primary screen, biochemical, fluorescence polarization, Cy5-IP20, human; activation, % at 11.4 µM; hit rate 0.079% among 340,000; PKA-R2B holoenzyme dissociation; R2B truncated from residue 108, S112A mutant; 0% DMSO only, 100% 113 µM cGMP; AID 504700, 2011;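 active = activation above a cutoff set at the mean over all compounds plus 3 SD, cut at about 18% in these data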;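 also: higher means more holoenzyme dissociation and a rise in polarization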
SUMO Mot1 rescue: yeast Mot1-301 growth rescue at high temperature, primary screen, SUMOylation pathway inhibitor project, S. cerevisiae, ATP luminescence, 38.5C | S. cerevisiae Mot1-301 growth rescue; percent above DMSO median, 100 means doubled | growth rescue, % at 18.8 µM | hit rate 1% among 320,000 | AID 2716, 2010;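 active = every valid replicate shows activation above 250% relative to neutral control wells; inactive = the rest, any valid replicate at or below 250%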;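 also: OY570 slx delta 5 strain wells were the positive control but not used for scaling; some compounds called inactive have numbers as strong as hits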
PKA-R1A act: activators of PKA-R1A holoenzyme, primary screen, biochemical, fluorescence polarization, Cy5-IP20, bovine R1A, mouse PKAc. cAMP-dependent protein kinase type I-alpha regulatory subunit (Bos taurus) + …. activation, % at 11.4 µM. hit rate 0.083% among 340,000. PKA-R1A dissociation; scaled: DMSO 0%, 113 µM cGMP 100%;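 active = percent activation above the mean of all tested compounds plus 3 SD, cut at about 19% in these data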;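 also: higher means more PKAc released from R1A so a rise in polarization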
AddAB inh: growth inhibition of E. coli expressing H. pylori AddAB, primary screen, AddAB inhibitor project, absorbance. inhibition, % at 11.9 µM. hit rate 0.29% among 330,000; in the data active = inhibition above about 12%;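 also: 0% = vehicle wells of infected cells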
MOR-DOR ag: agonists of OPRM1-OPRD1 heterodimerization, primary screen, cell-based, luminescence; Mu-type opioid receptor (Homo sapiens) + Delta-type opioid receptor (Homo sapiens), …; cells; activation, % at 9.3 µM; hit rate 0.3% among 340,000; AID 504326, 2011; in the data active = activation above about 18%;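 also: 0% = vehicle-treated cells and 100% = reference agonist; values of inactives mirror those of a sister screen read the other way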
Target sequence (P35372 whole entry, looked up): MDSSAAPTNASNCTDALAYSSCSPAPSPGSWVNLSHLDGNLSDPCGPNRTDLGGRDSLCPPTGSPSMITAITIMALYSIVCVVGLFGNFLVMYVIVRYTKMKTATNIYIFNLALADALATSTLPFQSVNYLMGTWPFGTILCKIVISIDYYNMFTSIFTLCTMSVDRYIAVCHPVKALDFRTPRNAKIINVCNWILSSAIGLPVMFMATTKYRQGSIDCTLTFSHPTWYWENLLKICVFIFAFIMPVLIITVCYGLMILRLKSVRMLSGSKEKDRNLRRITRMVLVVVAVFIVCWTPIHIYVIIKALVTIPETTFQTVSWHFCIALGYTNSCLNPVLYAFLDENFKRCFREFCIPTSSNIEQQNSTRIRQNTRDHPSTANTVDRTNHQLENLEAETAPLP
Target sequence (P41143 whole entry, looked up): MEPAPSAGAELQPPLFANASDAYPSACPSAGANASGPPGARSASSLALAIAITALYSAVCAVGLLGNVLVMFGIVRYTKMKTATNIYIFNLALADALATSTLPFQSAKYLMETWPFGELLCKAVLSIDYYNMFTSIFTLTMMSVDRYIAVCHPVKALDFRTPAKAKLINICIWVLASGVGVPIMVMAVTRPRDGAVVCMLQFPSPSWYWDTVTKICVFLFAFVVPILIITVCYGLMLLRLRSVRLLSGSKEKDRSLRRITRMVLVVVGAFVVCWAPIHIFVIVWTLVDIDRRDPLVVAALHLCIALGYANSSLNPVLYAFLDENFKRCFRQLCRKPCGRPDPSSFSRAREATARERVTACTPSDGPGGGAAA
PfHsp90 yeast 2: growth inhibition of PfHsp90-expressing yeast, primary screen, antimalarial PfHsp90 inhibitor project, S. cerevisiae, BacTiter-Glo luminescence, single point, set 2; inhibition, % at 9.4 µM; hit rate 0.32% among 310,000; AID 504621, 2011; BacTiter-Glo ATP, 48 h; yeast lacking PDR1 and PDR3 efflux regulators;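 active = every replicate shows inhibition above about 80%, whatever the replicate mean, limit read from the data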;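 also: 0% = DMSO neutral controls and 100% = 20 µM radicicol positive controls; yeast relying on Plasmodium falciparum Hsp90 in place of its own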
Tat export inh: E. coli Tat export inhibitors, primary screen, MC4100, TorA-mCherry reporter, fluorescence, single point | AID 488895, 2010 | hit rate 0.036% among 340,000 | inhibition, % at 10 µM;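 active = mean replicate inhibition at least 50% and at least half of replicates individually reaching 50%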;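 also: exported cargo escapes ClpAP degradation while cytoplasmic cargo is degraded and loses fluorescence; 0% = median of neutral control wells and 100% = median of NaSCN control wells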
OPRM1-OPRD1 inv: inverse agonists of MOR-DOR heterodimerization, primary screen, cell-based, luminescence; hit rate 0.21% among 340,000; inhibition, % at 9.3 µM; cell-based MOR-DOR heterodimer luminescence, inverse agonism; in the data active = inhibition above about 22%, passing the limit was not always enough;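 also: 0% = cells with DMSO and 100% = wells without cells with DMSO; values of inactives mirror those of a sister screen read the other way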
Active calls of the source: *; · = no result given.

compound	HTR5A inv ag	OPRM1-OPRD1 inv	E coli growth	SUMO Mot1 rescue	PfHsp90 yeast 2	PKA-R1A act	MOR-DOR ag	Tat export inh	phage Ecoli inh	PKA-R2B activ	AddAB inh
Cc1cc2nc(-c3ccc(NC(=O)C(C)C)cc3)oc2cc1C	-1.6	-6.0	-2.2	8.9	8.3	-6.7	1.2	-3.0	2.7	5.4	2.1
COc1ccc(CNC(=O)[C@H](C)NC(=O)[C@@H]2Cc3ccccc3CN2)cc1	-36.1	1.2	1.1	234.2	-21.9	-4.6	-0.2	-5.6	0.2	-6.7	-0.3
Cc1cc(C)cc(NC(=O)C2C3C=CC(O3)C2C(=O)O)c1 (centres undefined)	2.2	5.3	0.7	6.2	-5.1	-14.2	-1.0	12.9	2.6	-13.6	2.1
Cc1cc(Oc2ccc(-c3ccccc3)cc2)n2ncnc2n1	-6.0	-8.7	-3.2	-1.3	·	-1.2	1.5	4.5	2.3	-6.0	2.8
COc1ccc(CCN(C)C/C=C/c2ccccc2)cc1OC	7.7	3.7	·	12.5	-4.3	0.2	-0.8	2.6	2.7	-3.0	·
COC(=O)c1ccc(CCc2cc(O)ccc2O)cc1	-9.7	6.4	·	·	64.0	-2.7	-1.4	4.3	·	1.1	·
COc1ccc(S(=O)(=O)N2CCOCC2)cc1NC(=O)CCCOc1ccc(Cl)cc1C	6.7	-15.5	-0.9	9.7	·	3.9	3.9	-0.6	0.9	-10.6	-1.1
C/C(=N\NC(=O)COc1cccc(C)c1)c1ccc2ccccc2c1O	-20.6	-6.9	·	35.0	-13.1	4.0	1.2	-10.0	0.5	3.1	·
C/C(=N\NC(=O)C(=O)Nc1c(C)n(C)n(-c2ccccc2)c1=O)c1ccc(Cl)s1	10.2	7.7	-1.6	-6.6	-2.3	-13.4	-1.5	-2.2	4.2	-4.1	-1.0
O=C1c2ccccc2C(=O)c2c1ccc(O)c2O	12.7	7.1	·	·	12.6	-11.9	-1.3	-0.7	15.0*	-0.2	·

Entries of single compounds, quoted from the list. Order of screens: HTR5A inv ag, OPRM1-OPRD1 inv, E coli growth, SUMO Mot1 rescue, PfHsp90 yeast 2, PKA-R1A act, MOR-DOR ag, Tat export inh, phage Ecoli inh, PKA-R2B activ, AddAB inh
`Cc1cc2nc(-c3ccc(NC(=O)C(C)C)cc3)oc2cc1C` is entered as -1.6, -6.0, -2.2, 8.9, 8.3, -6.7, 1.2, -3.0, 2.7, 5.4, 2.1
`COC(=O)c1ccc(CCc2cc(O)ccc2O)cc1` is entered as -9.7, 6.4, ·, ·, 64.0, -2.7, -1.4, 4.3, ·, 1.1, ·
`COc1ccc(CNC(=O)[C@H](C)NC(=O)[C@@H]2Cc3ccccc3CN2)cc1` is entered as -36.1, 1.2, 1.1, 234.2, -21.9, -4.6, -0.2, -5.6, 0.2, -6.7, -0.3

Next part:
compound	HTR5A inv ag	OPRM1-OPRD1 inv	E coli growth	SUMO Mot1 rescue	PfHsp90 yeast 2	PKA-R1A act	MOR-DOR ag	Tat export inh	phage Ecoli inh	PKA-R2B activ	AddAB inh
CCOc1ccccc1N(CC(=O)N1CCCC1)S(C)(=O)=O	-4.0	12.7	-0.7	12.8	14.8	-7.6	-2.5	-6.9	0.5	-1.8	2.3
CN1CCN(c2nc(-c3ccccc3)ncc2S(C)(=O)=O)CC1	-7.6	17.9	-0.9	0.1	13.2	-1.2	-3.2	-10.2	4.0	4.7	0.1
COc1ccc(CN(CCC#N)CCC2(c3ccccc3)CC(C)N(C)CC2C)cc1OC (centres undefined)	-3.1	6.0	-0.7	459.5	-10.6	-0.9	-1.2	-3.4	2.2	-6.1	2.6
O=C1c2cccc3cccc(c23)C(=O)N1OS(=O)(=O)c1ccccc1	7.5	-11.6	3.0	-12.0	-12.7	-6.3	1.9	-9.2	2.0	-10.7	3.6
COC(=O)c1cc(NC(=O)/C=C/c2ccc3c(c2)OCO3)cc(C(=O)OC)c1	14.2	13.2	-3.4	32.1	-21.9	-11.8	-3.0	-0.3	1.6	5.1	-0.3
CCc1ccccc1N(CC(=O)NCC1CCCO1)C(=O)CCC(=O)Nc1nccs1 (centres undefined)	-12.8	-6.1	2.7	-15.8	14.9	-4.7	0.8	0.4	-0.6	4.1	2.9
CCOC(=O)c1cc2c(s1)-c1c(C)cccc1OC2	-16.1	-17.6	0.7	1.4	-1.4	0.3	3.0	-0.6	2.9	-9.3	-2.6
Cn1ncc(Cl)c1C(=O)Nc1ccc2c(c1)CCC2	1.1	18.9	-0.2	9.9	-1.2	-4.0	-5.8	-1.4	2.9	1.4	1.1
Cc1cccc2cc(C#N)c(SCC(=O)N3CCC(C)CC3)nc12	-15.6	9.0	-0.4	-10.3	-5.1	-7.7	-2.0	-4.1	1.7	-1.2	1.6
CN1CCN(CCC2Oc3cc([N+](=O)[O-])ccc3NC2=O)CC1 (centres undefined)	-8.5	14.6	-0.9	-5.8	-5.8	-7.0	-2.8	-9.6	2.5	-1.0	0.3
Cc1cc(C)n2nc(SCC(=O)NC(=O)c3ccccc3Cl)nc2n1	0.3	16.8	-1.2	-6.8	3.1	7.2	-4.2	1.8	-0.1	6.2	1.1
CCOc1ccc2oc(C(=O)NCC(c3ccco3)N(C)C)c(C)c2c1 (centres undefined)	-12.8	2.0	·	·	·	5.2	-0.4	11.6	1.2	-4.8	·
C1=CN2CCC1C(c1ccccc1)C2 (centres undefined)	0.5	-5.0	1.8	2.0	11.4	1.8	1.0	-3.0	0.1	0.5	3.0
Nc1nonc1-n1nnc(C(=O)N/N=C/c2ccc(OCc3ccccc3)cc2)c1CN1CCCCC1	11.1	-16.1	-2.1	-0.1	-4.8	-0.7	3.2	5.7	-2.1	-0.9	-0.2
CC(C)(C)OC(=O)N1CCC(CNC(=O)c2ccc(F)cc2)CC1	9.9	4.1	-0.2	8.1	2.6	-0.5	-0.8	-0.1	1.0	10.2	0.4
Cc1ccc(S(=O)(=O)CCC(=O)OCC(=O)NC(N)=O)cc1	-22.7	-2.8	2.3	-0.9	17.0	1.0	0.5	-6.0	3.1	-2.0	3.3
Cc1n[nH]c(=S)n(NC(=O)/C=C/C(=O)Nn2c(=S)[nH]nc(C)c2=O)c1=O	2.7	7.4	·	·	8.6	-6.2	-1.6	-0.8	2.4	-1.5	·
COc1ccc2[nH]c3c(c2c1)CCN1C(=O)C(CC(=O)NCCN2CCOCC2)C[C@H](C(=O)N2CCOCC2)[C@@]31C (some centres undefined)	0.4	11.6	0.5	·	4.0	1.9	-2.4	6.1	1.2	4.2	-0.9
O=C(NC(=S)Nc1cc(Cl)ccc1N1CCOCC1)c1ccc(-c2cccc(Cl)c2)o1	-1.6	1.6	-3.7	-0.9	-8.9	-6.7	-0.3	-9.8	4.1	-0.3	-1.9
CCOC(=O)c1ccc(Nc2c(CC)c(C)nc3ncnn23)cc1	-10.3	5.0	-2.4	11.5	10.1	0.0	-0.9	-4.4	-0.2	11.9	-1.0
COC(=O)c1nc(-n2nc(C)cc2C)ccc1Cl	-14.3	0.6	-1.4	·	13.0	-4.3	-0.1	-9.9	1.0	-2.9	-1.5
CCOC(=O)C1(Cc2cccc(F)c2)CCN(C(=O)Cc2cccnc2)CC1	16.6	2.5	-0.6	-9.2	7.7	-3.8	-0.5	-8.1	2.9	-5.6	0.8
Cc1cc(NC(=O)CSCc2nc(-c3cccc(F)c3)oc2C)no1	-8.0	11.0	-0.9	-12.7	2.1	-1.3	-1.9	1.9	-0.8	2.5	1.6
CCN(CC)C(=O)CCC(=O)Nc1ccc(C(=O)OC)cc1	-15.8	4.3	3.5	9.6	25.0	-0.4	-0.8	-7.9	2.8	2.0	2.2
CCOc1ccccc1NC(=O)CN1C(=O)C(=O)N(Cc2ccco2)C1=O	5.7	8.8	-1.5	-0.9	8.4	-6.4	-1.9	-3.8	2.9	-8.8	2.3
COc1cccc(-c2csc(NNC(=O)c3cccs3)n2)c1	·	·	0.7	-5.4	-13.6	·	·	-0.6	6.3	·	2.3
c1ccc2cc(CCCc3cc4ccccc4cn3)ncc2c1	-5.6	-2.2	3.8	0.3	-14.2	-13.8	0.4	-0.5	2.4	-13.8	2.0
O=C(NCCN1CCCC1=O)C1CCC(=O)N(CCc2ccc(Cl)cc2)C1 (centres undefined)	6.2	10.9	-0.5	84.6	-7.8	-6.2	-2.1	1.3	3.9	-8.1	1.3
COc1cc(C(F)(F)F)c(C(=O)N(C)Cc2cc(Cl)cc(Cl)c2)cn1	-18.0	-13.2	-0.8	8.5	-4.1	-5.7	2.6	-9.0	0.8	-10.4	0.5
CCC(=O)Nc1ccc2c(c1)ncn2-c1ccccc1	9.1	11.7	2.2	10.5	·	0.6	-2.6	-1.9	1.4	2.6	0.8
CCOc1ccc(-c2nnc(-c3ccncc3)o2)cc1OCC	-2.2	7.2	2.2	-0.1	-7.2	-5.3	-1.0	-9.7	4.0	-10.3	2.1
CCN(CC)c1ccc(NC(=O)CSc2nc3nc(C)cc(C)c3c(=O)[nH]2)cc1	9.5	1.3	0.6	-12.6	·	-9.1	-0.2	4.2	5.2	1.1	0.9
NC(=O)CSc1nc2sc(-c3ccccc3)cc2c(=O)n1N	-10.5	1.5	-3.7	-9.4	5.1	16.9	-0.3	1.8	2.0	0.2	0.7
Nc1cc2nc[nH]c2cc1N	-5.2	-20.6	·	·	11.3	-8.6	3.6	13.9	2.7	-18.1	·
O=C(CSc1nnc(Cc2cc(=O)[nH]c(=O)[nH]2)n1-c1ccc(F)cc1)N1CCCCC1	5.8	2.9	2.4	2.6	24.9	-4.0	-0.6	22.5	3.3	7.5	3.2
Cc1ccc(C(=O)N2CC(=O)Nc3ccc(F)cc3C2c2ccccc2)cc1[N+](=O)[O-] (centres undefined)	25.8	10.1	-0.4	-3.1	-6.2	-14.2	-1.9	-0.8	1.9	-7.5	2.7
COc1ccc(CC(=O)Nc2cc3oc4ccccc4c3cc2OC)cc1	3.3	-14.3	-2.3	-5.1	2.6	-1.6	2.5	3.6	3.8	-9.6	2.7
COC(=O)c1c(C)[nH]c(C(=O)C(C)OC(=O)c2c(C)noc2C)c1C (centres undefined)	-15.4	6.5	0.7	-7.5	4.8	-7.4	-1.2	3.8	0.1	-0.7	2.8

This is a random part of the collection; any-hit rate near 2.2%.
